# Screening data deposited in PubChem BioAssay by The Scripps Research Institute Molecular Screening Center.
# TDP2 absorb – human TDP2 enzyme inhibitors, primary screen, biochemical, epi absorbance, recombinant enzyme. Tyrosyl-DNA phosphodiesterase 2 (Homo sapiens), O95551. T5PNP hydrolysis, p-nitrophenol absorbance 415 nm. inhibition, % at 12.8 µM. 0.34% of 370,000 active. AID 720702, 2013;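 active means inhibition above the mean of all tested compounds plus 3 SD, set per campaign, cut at about 25% in these data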;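 further: 0% = DMSO with enzyme and 100% = buffer with substrate but no TDP2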
# Target sequence (O95551 whole entry, looked up): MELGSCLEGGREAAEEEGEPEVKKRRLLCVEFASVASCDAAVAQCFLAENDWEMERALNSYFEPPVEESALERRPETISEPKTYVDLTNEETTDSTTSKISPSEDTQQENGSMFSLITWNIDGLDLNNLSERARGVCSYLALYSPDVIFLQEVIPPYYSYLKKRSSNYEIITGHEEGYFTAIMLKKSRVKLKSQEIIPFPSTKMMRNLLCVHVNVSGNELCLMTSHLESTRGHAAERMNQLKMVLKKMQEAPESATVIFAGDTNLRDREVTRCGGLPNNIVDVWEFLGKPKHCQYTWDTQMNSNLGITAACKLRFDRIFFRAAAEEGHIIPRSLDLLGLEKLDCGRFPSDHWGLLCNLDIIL
#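 System – recombinant human TDP2 · Quantity – TDP2 enzyme at 120 nM final · Doses – single concentration, 12.8 µM nominal, with 1% DMSO · Incubation – 2 h at 37 °C · Measured by – epi absorbance of p-nitrophenol freed from T5PNP by hydrolysis · Read-out – % inhibition relative to enzyme-containing and enzyme-free wells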
# LEDGF integ inh – blockers of LEDGF/p75-dependent integrase strand transfer – biochemical, TR-FRET, high throughput, primary screen. TR-FRET IN-LEDGF/p75 DNA integration, Eu/Cy5. HIV-1 integrase (with human LEDGF/p75). AID 743269, 2014. inhibition, % at 3.7 µM. 0.64% of 370,000 active;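 active means inhibition above the screen-wide mean plus 3 SD, cut at about 13% in these data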;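 further: signal is the Cy5 over europium emission ratio at 671 and 618 nm; 0% = plate median of compound wells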
# UHRF1 binding – UHRF1 methylated DNA binding inhibitors, primary screen, counter-screen for MBD2 inhibitor project, biochemical, TR-FRET, human UHRF1, single concentration; UHRF1 binding to methylated oligo; inhibition, % at 4.4 µM; 0.75% of 370,000 active; in the data active means inhibition above about 21%;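 further: UHRF1 SRA domain binding a hemimethylated CpG hairpin DNA probe; 0% = median of test compound wells and 100% = reference inhibitor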
# Tn7 DDE FP – inhibitors of Tn7 peptide binding to fibrin DD(E), primary screen, biochemical, fluorescence polarization, human fibrin, Tn7 probe | AID 720508, 2013 | inhibition, % at 8.3 µM | 0.13% of 370,000 active | Fibrinogen beta chain (Homo sapiens), P02675 | FP displacement of FITC-Tn7 peptide from fibrin DD(E); 0% = median of compound wells per plate;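 active means inhibition above the mean of compounds falling within the control limits plus 3 SD of them, cut at about 14% in these data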;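 further: 0% = plate median of compound wells and 100% = 10 µM Aha-Tn7 peptide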
#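 assay system = human clot-derived fibrin DD(E) complex | quantity = Fibrin-DD(E) at 2 µM final | timing = 10 min preincubation, 3 h with tracer, room temperature | signal = fluorescence polarization | measure = percent inhibition | benchmarks = high control wells with 10 µM unlabelled Aha-Tn7 peptide (full inhibition) | replicates = singlicate testing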
# PG9 binder – binders of HIV-1 gp120 antibody PG9, primary screen, biochemical, TR-FRET; HIV-1 gp120 / PG9 antibody interaction; TR-FRET gp120-PG9 antibody binding; inhibition, % at 6.7 µM; 0.43% of 360,000 active; in the data active means inhibition above about 8.5%
# PRMT1 FP inh – PRMT1 methyltransferase inhibitors, primary screen, biochemical, fluorescence polarization. inhibition, % at 2.79 µM. AID 652257, 2013. recombinant PRMT1, activity-based probe fluorescence polarization. Protein arginine N-methyltransferase 1 (Homo sapiens), Q99873. 1.3% of 370,000 active;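 active means inhibition above about 21% made by adding two undisclosed values, limit read from the data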
# Target sequence (Q99873 whole entry, looked up): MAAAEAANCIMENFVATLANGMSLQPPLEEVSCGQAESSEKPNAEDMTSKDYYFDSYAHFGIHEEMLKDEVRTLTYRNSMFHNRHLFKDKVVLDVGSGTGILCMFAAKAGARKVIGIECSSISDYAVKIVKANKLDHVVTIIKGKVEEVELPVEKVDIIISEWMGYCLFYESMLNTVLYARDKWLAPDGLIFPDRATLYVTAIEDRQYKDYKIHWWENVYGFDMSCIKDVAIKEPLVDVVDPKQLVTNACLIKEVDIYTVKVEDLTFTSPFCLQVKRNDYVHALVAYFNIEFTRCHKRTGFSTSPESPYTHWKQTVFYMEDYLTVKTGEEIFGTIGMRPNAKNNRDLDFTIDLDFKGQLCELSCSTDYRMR
# HTRA1 inh – HTRA1 serine protease inhibitors, primary screen, biochemical, fluorescence polarization, HTS; recombinant HTRA1, FP-rhodamine activity-based probe; inhibition, % at 5.96 µM; Q92743; 0.5% of 340,000 active; in the data active means inhibition above about 36%;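 further: 0% = enzyme with DMSO and 100% = wells lacking enzyme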
# mABHD4 FP – ABHD4 inhibitors, primary screen, biochemical, fluorescence polarization, mouse; AID 720543, 2013; 0.54% of 370,000 active; (Lyso)-N-acylphosphatidylethanolamine lipase (Mus musculus), Q8VD66; inhibition, % at 8.92 µM; purified mABHD4, FP-Rh probe fluorescence polarization;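 active means inhibition exceeding the mean over every tested compound plus 3 SD, cut at about 30% in these data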;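 further: 0% = plate median of compound wells and 100% = S159A mutant with DMSO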
# Target sequence (Q8VD66 whole entry, looked up): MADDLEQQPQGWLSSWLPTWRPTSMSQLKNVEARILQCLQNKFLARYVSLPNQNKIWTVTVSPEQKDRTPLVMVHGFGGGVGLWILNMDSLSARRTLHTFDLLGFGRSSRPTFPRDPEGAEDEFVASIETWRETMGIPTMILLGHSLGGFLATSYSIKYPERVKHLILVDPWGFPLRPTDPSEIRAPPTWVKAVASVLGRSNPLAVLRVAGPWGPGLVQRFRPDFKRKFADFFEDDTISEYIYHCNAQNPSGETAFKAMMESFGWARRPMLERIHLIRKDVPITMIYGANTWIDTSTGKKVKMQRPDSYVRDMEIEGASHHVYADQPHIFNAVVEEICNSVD
#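 Test system: mABHD4 protein | Buffer or medium: HEPES pH 7.0 buffer, 150 mM NaCl, 0.01% Pluronic F-127 | Probe or stimulus: FP-Rh fluorescent activity-based probe, added after compound pre-incubation | Timing: Pre-incubation 45 min, probe exposure 60 min, at 25 °C | Technique: Fluorescence polarization, excitation 525 nm, emission 598 nm, BODIPY TMR filters | Repeats: Single well per compound (singlicate)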
# TCR-CD3 inh – inhibitors of human TCR-CD3 interaction, primary screen, biochemical, fluorescence, TAMRA-labeled TCR probe; T-cell receptor (TCR); inhibition, % at 9.4 µM; 0.37% of 360,000 active; AID 651800, 2012; in the data active means inhibition above about 19%;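 further: recombinant mutant TCR 2C K166C tagged with TAMRA read by polarization; 0% = receptor in buffer alone and 100% = receptor with positive control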
# SIAE inh – human SIAE inhibitors, primary screen, biochemical, fluorescence polarization, FP-Rh probe, 1536-well HTS; AID 1053197, 2014; inhibition, % at 9.66 µM; 0.69% of 370,000 active; SIAE FP-Rh probe binding;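 active means inhibition above a cutoff: mean of compounds within the control limits plus 3 SD of those, cut at about 17% in these data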;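 further: 0% = plate median of compound wells and 100% = probe without SIAE protein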
# * marks the source's active call; other numbers are inactive results; · = not tested or not shown.
# Sequence of screens – TDP2 absorb	Tn7 DDE FP	LEDGF integ inh	mABHD4 FP	SIAE inh	UHRF1 binding	HTRA1 inh	PRMT1 FP inh	TCR-CD3 inh	PG9 binder
CCOC(=O)N1CCN(C(=O)CCS(=O)(=O)c2ccc3c(c2)CC(C)N3C(=O)CC)CC1 (centres undefined)
 : -5	2	2	-5	-6	1	10	-3	1	-1.9
COc1ccc([C@H]2/C=C\CN(C(=O)c3ccccc3)[C@@H](C)C(=O)N2Cc2ccc(F)cc2)cc1
 : 3	2	6	22	-7	4	-14	2	-3	0.1
CC(=O)c1c(C)n(CCc2ccc(Cl)cc2)c2ccc(O)cc12
 : -19	4	-3	4	-5	-2	-1	5	5	0.3
CC1(C(=O)NCc2ccc(Cl)c(Cl)c2)Oc2cccnc2NC1=O (centres undefined)
 : 12	5	0	-8	6	-2	5	0	3	-1.3
COc1cccc(C2=NOC(C(=O)NCC3CCCO3)C2)c1 (centres undefined)
 : 2	2	-3	4	-3	0	-2	-3	1	0.7
CCCN(CCC)CCCNC(=O)Cn1cnc2sc(C)c(S(=O)(=O)N3CCC(C)CC3)c2c1=O
 : -5	4	-5	7	-5	1	1	2	-1	-1.5
O=C(O)c1ccc(OCc2occc2C(=O)O)cc1
 : -5	-4	3	9	1	2	2	1	-2	-0.7
COCCNC(=O)C(=O)NCC1CCCN1S(=O)(=O)c1cccs1 (centres undefined)
 : 5	-7	1	5	1	-1	18	0	7	-0.4
Cc1ccc(Cl)cc1NC(=S)N(Cc1cccnc1)Cc1ccccc1Cl
 : -2	7	0	-12	-3	3	-23	4	-8	-3.4
Cc1c(Cc2ccccc2)c(=O)oc2cc(OCC(=O)NC(Cc3ccc(Cl)cc3)C(=O)O)ccc12 (centres undefined)
 : -1	1	2	8	0	1	-31	-3	7	2.5
CNC[C@H](CC1CCCCC1)NC[C@H](CO)NCC1(c2ccccc2)CC1
 : 0	-5	4	7	5	-3	3	0	14	-2.7
CC1CCN(C(=O)COC(=O)c2nn(C)c(=O)c3ccccc23)CC1
 : 4	3	-2	-5	3	2	8	2	-8	-0.9
CCN1CCN(S(=O)(=O)c2ccc(Cl)c(C(=O)NC3CCCC3)c2)CC1
 : 2	0	7	0	-4	0	1	-5	5	-0.1
C=CCSc1nnc(C)c(/C=C/Nc2ccc(Cl)cc2)n1
 : 11	0	-4	-2	9	-5	·	-2	-2	-1.2
O=C1CCCC2=C1C(c1cccs1)n1nc(SCc3ccccc3F)nc1N2 (centres undefined)
 : 11	2	2	-6	-1	-1	-15	2	-2	2.2

# Limited to LEDGF integ inh, UHRF1 binding and TCR-CD3 inh (2 entries from above):
SMILES | LEDGF integ inh | UHRF1 binding | TCR-CD3 inh
COc1ccc([C@H]2/C=C\CN(C(=O)c3ccccc3)[C@@H](C)C(=O)N2Cc2ccc(F)cc2)cc1 | 6 | 4 | -3
CC(=O)c1c(C)n(CCc2ccc(Cl)cc2)c2ccc(O)cc12 | -3 | -2 | 5

# Following part
# Sequence of screens – TDP2 absorb	Tn7 DDE FP	LEDGF integ inh	mABHD4 FP	SIAE inh	UHRF1 binding	HTRA1 inh	PRMT1 FP inh	TCR-CD3 inh	PG9 binder
O=C(NN1CCOCC1)c1ccc(S(=O)(=O)N2CCCCC2)cc1
 : -6	-1	1	-5	13	1	1	-4	-2	0.1
CC(=O)Nc1ccc(S(=O)(=O)Nc2cccc(-c3nc4cc(C)ccc4o3)c2)cc1
 : -4	0	7	-3	-2	21*	-2	-3	-4	0.4
O=C(NNC(=O)c1ccccc1Br)c1ccc(SCC2CCCO2)c([N+](=O)[O-])c1 (centres undefined)
 : -3	-8	0	0	4	15	-1	-2	-5	0.1
COc1ccc(/C=N/c2c(-c3ccc(OC)cc3)nc3n2CCS3)cc1
 : -19	-6	4	-5	7	3	9	9	-11	-2.0
CCCNC(=O)c1cc(-c2ccc(OC)cc2)on1
 : 1	-7	0	3	-2	1	1	1	1	-1.1
Nc1nonc1-n1nnc(C(=O)N/N=C/c2ccco2)c1CSc1ccc(Cl)cc1
 : -4	5	3	-9	-76	-1	-21	-8	-4	-1.8
Cc1cccc(-n2c(-c3csc(C(C)C)c3)n[nH]c2=S)c1
 : -11	-2	-4	-1	-1	-4	5	15	4	-2.1
Cc1ccc(-c2nc3ccccc3[nH]2)s1
 : -5	6	-3	-1	2	1	2	2	7	0.8
Cc1cc(C)c(N(C(=O)CN2C(=O)c3ccccc3S2(=O)=O)C(C(=O)NCC2CCCO2)c2ccc(F)cc2)c(C)c1 (centres undefined)
 : 2	2	3	-23	7	0	-8	-3	-9	1.7
Cc1ccc(NC(=O)COC(=O)c2ccn(C)n2)cc1
 : 3	8	0	4	-1	2	2	-1	-5	1.8
Clc1ccccc1OCc1nc(-c2ccncc2)no1
 : 0	-1	-4	-11	1	1	-2	0	0	-0.1
O=C(Nc1ccc2c(c1)OCO2)C1CCCN1C(=O)Nc1cccc(F)c1 (centres undefined)
 : 2	2	1	1	0	-1	4	0	0	-3.2
CC1CCN(CCCn2c(=S)[nH]c3ccccc3c2=O)CC1
 : -1	3	0	8	2	0	2	-2	0	-0.2
O=C(NC1CCCC1)C(c1ccncc1)N(Cc1cccs1)C(=O)c1csnn1 (centres undefined)
 : 1	-3	6	7	1	-6	6	5	2	-0.7
O=C(c1cccs1)N1CCC(c2nc3c(nnn3Cc3cccc(Cl)c3)c(=O)[nH]2)CC1
 : -4	-7	4	-6	-4	0	-3	-2	5	-2.2
Cc1ccc2c(CN3CCCCC3CCO)cc(=O)oc2c1 (centres undefined)
 : -15	0	-6	0	6	14	0	5	-7	-1.6
N#Cc1sc(NCc2ccccc2)nc1Cl
 : -1	3	0	-8	-3	1	-2	1	-8	1.0
Cc1cc(C)c(NC(N)=S)c(C)c1
 : 3	3	-4	4	-1	4	·	3	-5	0.8
O=C(NC1CCCCCC1)c1cc2ccccc2oc1=O
 : 1	5	0	10	-1	3	-9	-4	9	-3.3
COc1ccc(NC(=O)CN(C)S(=O)(=O)c2ccc3c(c2)OCCO3)c2ncccc12
 : 0	-3	0	1	-2	2	-6	-5	2	0.1
Cc1ccc(CNC(=O)C2(C)CCN2C(=O)Cc2ccc(C(C)(C)C)cc2)cc1 (centres undefined)
 : -6	2	2	5	-3	0	·	0	3	-1.2
N=C(N)SCCc1cnc[nH]1
 : -4	0	2	6	2	1	-2	5	10	0.1
Cc1nnc(SCC(=O)N(CC(C)C)c2c(N)n(Cc3ccccc3)c(=O)[nH]c2=O)n1N
 : 15	-3	-1	3	4	2	-5	2	3	-0.4
COc1cc(/C=C/C(=O)OCC(=O)Nc2cc(C(F)(F)F)ccc2N2CCOCC2)ccc1O
 : 3	3	1	-5	2	-2	-5	-5	4	-0.6
CC1=C([N+](=O)[O-])C(c2cccc(Br)c2)C2=C(N1)c1ccccc1C2=O (centres undefined)
 : 7	2	-1	30*	28*	0	14	9	6	-0.3
CCN(C(=O)CSc1nc2cc(S(=O)(=O)N(CC)CC)ccc2n1CC)C1CCS(=O)(=O)C1 (centres undefined)
 : 19	1	1	1	4	0	-11	-4	-6	0.3
Cc1ccccc1C(=O)Nc1ccnn1C1CCN(C(=O)c2cnsn2)CC1
 : -7	4	-1	3	6	0	-2	2	7	-0.6
Cc1cc([N+](=O)[O-])nn1CCCC(=O)N1CCN(c2ccccc2)CC1
 : -1	3	0	-3	-10	-2	-1	0	6	-0.4
Cc1ccc(OCC(=O)N(C)CC(=O)Nc2ccc(N3CCOCC3)cc2)cc1
 : -6	1	-6	3	2	7	-1	1	2	-3.0
COc1ccc([N+](=O)[O-])cc1N(CC(=O)Nc1ccccc1C(=O)N1CCCC1)S(C)(=O)=O
 : -1	2	-3	0	-3	-1	3	0	2	-0.5
CC1(C)Oc2ccc(C(=O)Nc3ccccc3F)cc2N(CC(=O)N2CCOCC2)C1=O
 : 5	0	3	-1	-4	-2	-6	-2	2	-0.8
CC/C(O)=C1\C(=O)CC(C)(C)CC1=NCCc1nc2ccccc2[nH]1
 : 4	-1	5	1	-3	16	-1	-1	0	-1.7
CCCCSc1cc(=O)n(-c2ccccc2)nc1C(=O)OCC
 : 0	4	-3	-4	-1	3	-6	1	3	0.3
CC(=O)Nc1cccc(N(C(=O)C2COc3ccccc3O2)C(C(=O)NC2CCCCC2)c2cn(C)nc2C)c1 (centres undefined)
 : 2	0	-1	-2	3	-4	6	-5	5	-0.2
CC1(C)CC(=O)C=C(NCc2ccc(Cl)c(Cl)c2)C1
 : -4	11	1	-2	-1	0	-2	-1	4	-0.6
CCOc1ccccc1OCCN1CCCC1
 : 18	1	2	10	-6	0	8	3	6	-1.0
O=C(NCc1nnnn1-c1cccc(F)c1)c1ccc(S(=O)(=O)N2CCOCC2)cc1
 : -2	0	5	-7	0	0	-4	-2	4	1.9
CCN(CC)CCCNC(=O)CC1Oc2ccccc2NC1=O (centres undefined)
 : -5	0	0	3	-3	-1	·	4	·	·
CCC(C)NC(=O)C1CCN(C(=O)c2ccccc2)CC1 (centres undefined)
 : -1	-4	0	8	5	1	2	-4	3	-1.2
Cc1cc(C)cc(N(C(=O)CNS(=O)(=O)c2ccccc2)C(C(=O)NCc2ccccc2)c2ccc(C)o2)c1 (centres undefined)
 : -4	-3	0	-1	1	1	-6	-1	3	-1.8
O=C(N/N=C/c1cccs1)c1cc(-c2cccc3ccccc23)n[nH]1
 : -3	-5	0	-43	-72	-3	-36	-1	-1	-4.2
O=C(O)c1ccc(-c2noc(-c3ccccc3F)n2)cc1
 : 0	4	1	-13	-11	-1	-4	0	-10	2.4
Cc1cc(/C=N/n2c(COc3ccccc3C)nc3ccccc3c2=O)c(O)c([N+](=O)[O-])c1
 : 7	4	1	3	10	-5	32	-2	21*	0.1
ClC(Br)=C(n1cnc2ccccc21)n1cnc2ccccc21
 : 6	-5	1	0	0	-1	-2	0	5	-2.5
C=CCn1c(SCC(=O)N(C)C)nc2sc3c(c2c1=O)CCC3
 : -1	1	2	2	-3	1	-1	1	9	-4.4
